Screening results: PubChem BioAssay, Broad Institute
C diff HTS = C. difficile growth inhibition; growth activity, negative = inhibition, % at 16 µg/mL (by protocol); AID 1259249; Clostridium difficile clinical isolate growth, OD600, 24 h; active compounds read low; 86,000 compounds, 0.25% hits;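 active means mean growth activity at or below -80% and every replicate also at or below -80%; inconclusive means mean at or below -80% but some replicate above -80%; inactive means mean growth activity above -80%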;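 further: 0% = DMSO wells and -100% = levofloxacin 16 µg/mL wells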
KDM4C inh = inhibitors of human demethylase GASC-1 KDM4C | Q9H3R0 | 96,000 compounds, 0.15% hits | GST-KDM4C 2-372, H3K9me3 peptide, LANCE TR-FRET | inhibition, % at 12.5 µM;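 active means mean replicate inhibition above about 25%, with at least 55% of replicates also reaching it, limit read from the data, passing the limit was not always enough; inconclusive means only one of those two conditions met; inactive means neither condition met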
Target sequence (Q9H3R0 2-372 limits assumed): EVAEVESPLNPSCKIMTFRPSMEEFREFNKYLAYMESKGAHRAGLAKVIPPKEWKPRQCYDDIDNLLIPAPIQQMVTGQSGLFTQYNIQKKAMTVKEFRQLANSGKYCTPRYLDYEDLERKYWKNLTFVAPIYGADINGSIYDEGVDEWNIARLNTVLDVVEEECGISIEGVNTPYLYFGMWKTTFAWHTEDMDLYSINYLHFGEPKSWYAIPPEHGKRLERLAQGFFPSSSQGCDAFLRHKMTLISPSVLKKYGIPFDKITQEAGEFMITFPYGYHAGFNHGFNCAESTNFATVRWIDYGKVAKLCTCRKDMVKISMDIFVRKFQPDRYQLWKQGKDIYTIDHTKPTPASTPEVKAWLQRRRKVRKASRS
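Material: GST-tagged GASC-1 (JMJD2C) catalytic fragment, aa 2-372. Input: enzyme final amount 10 nM. Medium: HEPES buffer, pH 7.5, plus ascorbate. Reagent: H3K9me3 peptide substrate, Fe(II), 2-oxoglutarate. Doses: single dose. Times: reaction 30 min RT, detection step 1 h RT. Measured by: LANCE TR-FRET. Evaluation: Fall in 671/618 emission ratio as inhibition.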
Pf Dd2 growth = inhibitors of Plasmodium falciparum Dd2 growth | P. falciparum Dd2 growth, SYBR Green, 72 h; active compounds read low | 94,000 compounds, 2.3% hits | activity change, % at 10 µM; in the data active means activity change below about -80%; inconclusive means no clear call, values can overlap the other calls
T cruzi growth = T. cruzi proliferation inhibition | T. cruzi beta-gal in NIH3T3, GalScreen luminescence, 90 h | inhibition, % at 8.34 µM | 77,000 compounds, 5.9% hits | AID 624255;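 active means mean inhibition above about 93%, with at least 55% of replicates each passing it, limit read from the data, passing the limit was not always enough; inconclusive means only one of those two conditions holds; inactive means neither condition holds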
* = called active by the depositor; ? = inconclusive; nt = not tested or not shown; & = joins results of further samples.

Labels used below: A = C diff HTS; B = KDM4C inh; C = Pf Dd2 growth; D = T cruzi growth
C[C@H](CO)N1C[C@H](C)[C@H](CN(C)C(=O)Nc2ccc3c(c2)OCO3)Oc2ncc(-c3ccc(F)cc3)cc2C1=O
  A: -6 | B: 1.6 | C: -28 | D: 32
CC(=O)N1[C@@H]2c3ccc(C4=CCCC4)c(=O)n3C[C@H]1[C@H](CO)[C@H]2C(=O)NC1CCCC1
  A: 1 | B: -1.0 | C: 63 | D: nt
O=C(CC1CC1)N1CC(=O)N2[C@H](CO)[C@H](c3ccc(C#Cc4ccc(F)cc4)cc3)[C@H]2C1
  A: -8 | B: -1.1 | C: -32 | D: nt
Cn1cnc(S(=O)(=O)N2CC[C@@H]3[C@@H](CO)Nc4ccc(C#Cc5ccc(F)cc5)cc4[C@@H]32)c1
  A: 40 | B: 0.3 | C: -38 | D: nt
CCN1[C@@H]2c3ccc(-c4ccccc4F)c(=O)n3C[C@H]1[C@H](CO)[C@H]2C(=O)NCCOC
  A: -4 | B: 1.0 | C: 8 | D: -6
C[C@H]1CCCCO[C@H](CN(C)C(=O)Nc2ccc(F)cc2)[C@@H](C)CN([C@@H](C)CO)C(=O)c2cc(NC(=O)NC3CCCCC3)ccc2O1
  A: -6 | B: -0.3 | C: -59 | D: 93
CC(=O)N1[C@H](CO)[C@@H]2c3ccccc3N(C(=O)c3ccccc3)C[C@@H]21
  A: 4 | B: 0.8 | C: 19 | D: -6
COCC(=O)N(C)C[C@@H]1Oc2ncc(-c3ccccc3C)cc2C(=O)N([C@H](C)CO)C[C@@H]1C
  A: 6 | B: 0.1 | C: -36 | D: -16
Cn1cnc(S(=O)(=O)N[C@@H]2C=C[C@@H](CC(=O)N3CCN(c4ccccc4)CC3)O[C@@H]2CO)c1
  A: 0 | B: 0.8 | C: 9 | D: -33
C[C@H](CO)N1C[C@H](C)[C@@H](CN(C)Cc2cccc(F)c2)Oc2ncc(C#C[C@@H](C)O)cc2C1=O
  A: -4 | B: 1.5 | C: -3 | D: -44
COc1ccc(S(=O)(=O)N(C)C[C@@H]2Oc3ccc(NS(C)(=O)=O)cc3CC(=O)N([C@H](C)CO)C[C@H]2C)cc1
  A: 5 | B: 1.1 | C: -39 | D: 27
CC(=O)NC[C@H]1[C@@H](c2ccc(-c3ccccc3F)cc2)[C@@H](CO)N1CCC(F)(F)F
  A: -1 | B: -0.8 | C: -1 | D: nt
CC(C)CNC[C@@H]1[C@@H](c2ccccc2)[C@@H](CO)N1Cc1ccc(F)cc1
  A: 20 | B: -0.2 | C: -91* | D: nt
CCNC(=O)[C@H]1[C@H](CO)[C@H]2Cn3c(cccc3=O)[C@@H]1N2Cc1cc(F)ccc1F
  A: -6 | B: -1.5 | C: -11 | D: nt
CCS(=O)(=O)Nc1ccc2c(c1)C(=O)N(C)C[C@H](OC)[C@@H](C)CN(CCC(F)(F)F)[C@@H](C)CO2
  A: nt | B: 0.6 | C: 6 | D: -8
COc1ccc(NC(=O)N(C)C[C@@H]2Oc3ncc(C#CC(C)C)cc3C(=O)N([C@@H](C)CO)C[C@H]2C)cc1
  A: -10 | B: -1.1 | C: -21 | D: nt
C/C=C/c1ccc2c(c1)O[C@H](CN(C)C(=O)CN(C)C)[C@H](C)CN([C@@H](C)CO)S2(=O)=O
  A: -3 | B: 2.2 | C: -16 | D: 10
COc1ccc(S(=O)(=O)N(C)C[C@H]2Oc3ccc(NS(=O)(=O)c4cn(C)cn4)cc3C(=O)N([C@H](C)CO)C[C@H]2C)cc1
  A: nt | B: -0.6 | C: 19 | D: 34
C[C@H]1CCCCO[C@H](CN(C)C(=O)CCCN(C)C)[C@@H](C)CN([C@@H](C)CO)C(=O)c2cc(NC(=O)Nc3ccc(F)cc3)ccc2O1
  A: -1 | B: 0.9 | C: 6 | D: -28
C[C@@H]1CN([C@@H](C)CO)C(=O)Cc2cc(NS(C)(=O)=O)ccc2O[C@H]1CN(C)Cc1ccncc1
  A: -11 | B: 0.4 | C: 39 | D: 13
CO[C@H]1CN(C)C(=O)c2cc(NS(=O)(=O)CC(F)(F)F)ccc2OC[C@@H](C)N(CCC(F)(F)F)C[C@H]1C
  A: nt | B: -0.3 | C: 8 | D: 29
O=C(C[C@@H]1CC[C@H](NS(=O)(=O)c2ccc(F)cc2)[C@@H](CO)O1)NCc1ccncn1
  A: 5 | B: 2.3 | C: 7 | D: -23
O=C(Nc1cccc(F)c1)N1CC(=O)N2[C@H](CO)[C@H](c3ccc(C#CC4CC4)cc3)[C@H]2C1
  A: -14 | B: -1.5 | C: 2 | D: nt
O=C(C[C@@H]1CC[C@@H](NC(=O)C2CC2)[C@H](CO)O1)NCc1ccncc1
  A: -3 | B: -1.3 | C: 18 | D: -17
O=C(Nc1ccccc1)N[C@@H]1CC[C@@H](CCNS(=O)(=O)c2ccccc2F)O[C@H]1CO
  A: -5 | B: 0.7 | C: -36 | D: -18
COc1ccc(C#Cc2ccc3c(c2)[C@@H]2[C@@H](CCN2S(=O)(=O)c2ccc(OC)cc2)[C@@H](CO)N3C)cc1
  A: -11 | B: -1.2 | C: -27 | D: 15
O=C(NCC[C@H]1CC[C@H](NS(=O)(=O)c2ccc(Oc3ccccc3)cc2)[C@@H](CO)O1)C1CC1
  A: -2 | B: 0.7 | C: -21 | D: 29
C[C@@H]1CN([C@H](C)CO)C(=O)c2cc(NC(=O)Nc3ccc4c(c3)OCO4)ccc2O[C@@H]1CN(C)S(=O)(=O)c1ccccc1
  A: 6 | B: 0.0 | C: 37 | D: -3
CCCc1cn(CC[C@H]2CC[C@H](NC(=O)C3CCOCC3)[C@@H](CO)O2)nn1
  A: -1 | B: -1.4 | C: -10 | D: -35
C[C@H](CO)N1C[C@H](C)[C@@H](CN(C)S(=O)(=O)c2ccccc2)Oc2c(NC(=O)C3CCCCC3)cccc2C1=O
  A: 0 | B: 3.0 | C: -8 | D: 52
COc1ccc(NC(=O)Nc2ccc3c(c2)CC(=O)N([C@@H](C)CO)C[C@@H](C)[C@@H](CN(C)S(=O)(=O)c2ccc(Cl)cc2)O3)cc1
  A: 8 | B: -2.4 | C: 4 | D: -28
C[C@H]1CCCCO[C@@H](CN(C)C(=O)Cc2ccccc2)[C@@H](C)CN([C@@H](C)CO)C(=O)c2cc(NS(=O)(=O)c3ccc(F)cc3)ccc2O1
  A: -4 | B: -0.1 | C: -63 | D: 29
CO[C@@H]1CN(C)C(=O)c2ccc(NS(C)(=O)=O)cc2OC[C@@H](C)N(Cc2cncnc2)C[C@@H]1C
  A: nt | B: -0.6 | C: 12 | D: -8
COCC#Cc1ccc([C@H]2[C@H]3CN(C(=O)Nc4ccccc4F)CC(=O)N3[C@H]2CO)cc1
  A: 3 | B: 0.5 | C: -56 | D: nt
COc1cccc(NC(=O)N(C)C[C@@H]2OCc3ccccc3-c3c(n(C)c4ccccc34)C(=O)N([C@@H](C)CO)C[C@@H]2C)c1
  A: 13 | B: 5.1 | C: -54 | D: 46
CO[C@H]1CN(C)C(=O)c2cc(NC(=O)C3CCCCC3)ccc2OC[C@H](C)N(Cc2nccs2)C[C@H]1C
  A: -7 | B: 0.5 | C: -14 | D: -7
COc1cccc(-c2ccc3c(c2)[C@H]2[C@H](CCN2C(=O)Nc2ccccc2OC)[C@H](CO)N3C)c1
  A: 14 | B: 0.9 | C: -26 | D: 86
COc1ccc2c3c(n(C)c2c1)[C@@H](CO)N(S(C)(=O)=O)CC31CCN(C(=O)C2CCCC2)CC1
  A: -4 | B: 0.1 | C: -27 | D: nt
CC(C)C#Cc1ccc2c(c1)O[C@@H](CN(C)C(=O)c1cnccn1)[C@@H](C)CN([C@@H](C)CO)S2(=O)=O
  A: -2&-1 | B: -0.3 | C: 46&6 | D: 60&60
C[C@@H]1CN([C@H](C)CO)C(=O)c2cc(NC(=O)C3CC3)ccc2O[C@@H]1CN(C)Cc1ccc2c(c1)OCO2
  A: -1 | B: -1.0 | C: 14 | D: 36
C[C@H]1CN([C@@H](C)CO)S(=O)(=O)c2ccc(C#CCN(C)C)cc2O[C@H]1CN(C)C(=O)c1ccccc1F
  A: 0 | B: -0.5 | C: -29 | D: 36
O=C(c1ccccn1)N1CC2(C1)[C@H](c1ccccc1)[C@@H](CO)N2Cc1cccnc1
  A: -3 | B: -1.4 | C: -15 | D: nt
O=C(C[C@H]1CC[C@@H]2[C@H](COC[C@@H](O)CN2S(=O)(=O)c2ccc(F)cc2)O1)N[C@H]1CCN(Cc2ccccc2)C1
  A: 5 | B: 2.4 | C: -17 | D: 19
C/C=C/c1ccc([C@@H]2[C@H]3CN(S(=O)(=O)c4ccc(OC)cc4)CCCCN3[C@H]2CO)cc1
  A: 6 | B: -1.8 | C: -11 | D: ?
O=C(C1CCCC1)N1C[C@H]2[C@@H](c3ccccc31)[C@H](CO)N2C(=O)Nc1cccc(F)c1
  A: -10 | B: 2.3 | C: 15 | D: 6
C[C@@H]1CN([C@@H](C)CO)C(=O)c2cc(NC(=O)CCN3CCOCC3)ccc2O[C@H]1CN(C)Cc1ccc(-c2ccccc2)cc1
  A: -3 | B: 7.1 | C: 2 | D: -54
CCCC(=O)N1C[C@@H]2[C@H](c3ccccc31)[C@H](CO)N2C(=O)Nc1ccccc1
  A: -6 | B: -1.2 | C: 12 | D: 12
CCC(=O)N1CC2(CN(Cc3ccc(F)cc3)C2)c2c(n(C)c3cc(OC)ccc23)[C@H]1CO
  A: -9 | B: 0.3 | C: -57 | D: nt
C[C@@H]1CN([C@@H](C)CO)C(=O)Cc2cc(NC(=O)CCC(F)(F)F)ccc2O[C@@H]1CN(C)Cc1ccc2c(c1)OCO2
  A: -5 | B: -1.0 | C: 1 | D: 32
C[C@@H]1CN([C@@H](C)CO)C(=O)c2cc(NC(=O)CCCCCC(=O)Nc3ccccc3N)ccc2O[C@@H]1CN(C)S(=O)(=O)c1cccs1
  A: nt | B: -1.0 | C: -8 | D: -14

Part of the list above, limited to KDM4C inh, Pf Dd2 growth and T cruzi growth:
| molecule | KDM4C inh | Pf Dd2 growth | T cruzi growth |
| --- | --- | --- | --- |
| COCC#Cc1ccc([C@H]2[C@H]3CN(C(=O)Nc4ccccc4F)CC(=O)N3[C@H]2CO)cc1 | 0.5 | -56 | nt |
| COc1cccc(NC(=O)N(C)C[C@@H]2OCc3ccccc3-c3c(n(C)c4ccccc34)C(=O)N([C@@H](C)CO)C[C@@H]2C)c1 | 5.1 | -54 | 46 |

New compounds follow
Labels used below: A = C diff HTS; B = KDM4C inh; C = Pf Dd2 growth; D = T cruzi growth
COc1cccc(C#Cc2cnc3c(c2)C(=O)N([C@@H](C)CO)C[C@@H](C)[C@H](CN(C)C(=O)C2CCCCC2)O3)c1
  A: 9 | B: -1.6 | C: -63 | D: 85*
C[C@H]1CN([C@@H](C)CO)C(=O)c2cc(-c3cccc(F)c3)cnc2O[C@H]1CN(C)Cc1cccc(F)c1
  A: 6 | B: -0.8 | C: -11 | D: 74
O=C(C[C@@H]1C=C[C@@H](NC(=O)C2CC2)[C@H](CO)O1)NCc1ccncc1
  A: 5 | B: -2.6 | C: 12 | D: nt
Cc1ccc(-c2ccccc2[C@@H]2[C@H](C#N)N(c3ncc(-c4ccccc4)s3)[C@H]2CO)cc1
  A: -4 | B: -2.3 | C: -21 | D: nt
C[C@@H]1CN([C@H](C)CO)C(=O)CCCn2nncc2CO[C@H]1CN(C)S(=O)(=O)c1ccc(C#N)cc1
  A: 1 | B: -1.3 | C: 34 | D: nt
CN1C(=O)c2cc(NC(=O)c3ccc(F)cc3)ccc2OC[C@@H]2O[C@H](CC(=O)NCC3CCCCC3)CC[C@@H]21
  A: 4 | B: -0.7 | C: -28 | D: 61
COc1ccc(CN(C)C[C@H]2Oc3ccc(NS(=O)(=O)c4cn(C)cn4)cc3CC(=O)N([C@@H](C)CO)C[C@H]2C)cc1
  A: -12 | B: -0.3 | C: 10 | D: 6
C[C@H]1CN([C@@H](C)CO)C(=O)c2cccc(NC(=O)c3cnccn3)c2O[C@@H]1CN(C)Cc1ccc(C(=O)O)cc1
  A: -3 | B: 6.9 | C: -14 | D: -10
C[C@H](CO)N1C[C@H](C)[C@H](CN(C)C)Oc2c(NS(=O)(=O)c3ccc(Cl)cc3)cccc2C1=O
  A: -2 | B: 0.8 | C: 8 | D: nt
C[C@H]1CN([C@@H](C)CO)S(=O)(=O)c2ccc(-c3ccccc3)cc2O[C@H]1CN(C)C(=O)Nc1ccccc1F
  A: nt | B: -1.0 | C: -81* | D: 45
O=C(C[C@H]1C[C@H]2c3cc(NC(=O)Nc4ccccc4)ccc3O[C@H]2[C@H](CO)O1)NCCN1CCCCC1
  A: -5 | B: -4.1 | C: 18 | D: -60
C[C@@H]1CN([C@H](C)CO)S(=O)(=O)c2ccc(-c3cccc(C#N)c3)cc2O[C@H]1CN(C)C(=O)c1ccncc1
  A: 0 | B: -0.2 | C: 67 | D: nt
COc1ccccc1NC(=O)N1C[C@H](O)COC[C@H]2O[C@@H](CC(=O)NCc3ccccc3)CC[C@@H]21
  A: 0&0 | B: -2.3 | C: 15 | D: -86
COc1ccccc1C(=O)Nc1ccc2c(c1)C(=O)N(C)[C@H]1CC[C@@H](CC(=O)NCCc3ccncc3)O[C@@H]1CO2
  A: -6 | B: 5.8 | C: nt | D: -23
